Screening results (PubChem)
ALOX12 inhib – qHTS Assay for Inhibitors of 12-hLO (12-human lipoxygenase); actives 0.12% (n = 150,000); AID 1452, 2008; Potency, µM (top dose mostly 57.1 µM), for the others: top-dose activity change, negative = inhibition, usual class: inhibitors; purified 12-hLO, xylenol orange hydroperoxide absorbance; also: potency is read from the fitted curve at half-maximal effect; nearly all actives have a fitted effect of over 55% in size; many of its hits are not listed in these tables
Target sequence (P18054 whole entry, looked up): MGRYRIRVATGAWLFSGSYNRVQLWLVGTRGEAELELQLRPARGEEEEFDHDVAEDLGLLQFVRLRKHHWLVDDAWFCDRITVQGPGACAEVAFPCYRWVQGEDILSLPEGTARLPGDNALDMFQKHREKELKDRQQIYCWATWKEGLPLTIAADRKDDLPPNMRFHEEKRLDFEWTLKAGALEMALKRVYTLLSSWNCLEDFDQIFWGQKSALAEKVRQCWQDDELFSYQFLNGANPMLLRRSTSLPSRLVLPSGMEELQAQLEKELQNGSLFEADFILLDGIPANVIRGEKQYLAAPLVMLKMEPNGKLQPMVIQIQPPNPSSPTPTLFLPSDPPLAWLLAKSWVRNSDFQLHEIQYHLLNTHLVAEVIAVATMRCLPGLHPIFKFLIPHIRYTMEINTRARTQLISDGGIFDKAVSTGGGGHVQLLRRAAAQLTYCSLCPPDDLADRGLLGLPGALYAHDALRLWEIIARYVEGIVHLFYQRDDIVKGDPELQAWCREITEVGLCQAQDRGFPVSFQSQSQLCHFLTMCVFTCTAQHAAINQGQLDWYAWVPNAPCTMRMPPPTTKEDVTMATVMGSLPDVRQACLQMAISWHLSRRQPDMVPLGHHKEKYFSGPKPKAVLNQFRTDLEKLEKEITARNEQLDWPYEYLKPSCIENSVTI
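Hydroperoxide output read as Fe(III)-xylenol orange absorbance, 573-to-405 nm ratio, after 30 min reaction with 40 uM arachidonic acid. Enzyme: 150 nM purified human 12hLO, 15 min compound preincubation; 25 mM Hepes pH 7.0, room temperature.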
IMPase inh – qHTS Assay for Identifying the Cell-Membrane Permeable IMPase Inhibitors; CHO-M1 cells, IP1 accumulation, HTRF TR-FRET ratio; Inositol monophosphatase 1 (Rattus norvegicus), P97697; inhibition (IP1 accumulation), % at 46.1 µM; 120,000 tested, under 10 active; active = well fitted curve in the direction sought with a large enough effect in the signal ratio, not every such curve was filed as active; inconclusive = small, poorly fitted or top-dose-only effect, or a change in a side signal; inactive = no such curve, though single readings can be large or run the other way; the % refers to the signal ratio;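 also: cells stimulated with carbachol in lithium chloride buffer; plate controls were DMSO basal wells for no effect and reference inhibitor wells for full effect; higher means more IMPase inhibition seen as more IP1 and lower FRET ratio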
Target sequence (P97697 whole entry, looked up): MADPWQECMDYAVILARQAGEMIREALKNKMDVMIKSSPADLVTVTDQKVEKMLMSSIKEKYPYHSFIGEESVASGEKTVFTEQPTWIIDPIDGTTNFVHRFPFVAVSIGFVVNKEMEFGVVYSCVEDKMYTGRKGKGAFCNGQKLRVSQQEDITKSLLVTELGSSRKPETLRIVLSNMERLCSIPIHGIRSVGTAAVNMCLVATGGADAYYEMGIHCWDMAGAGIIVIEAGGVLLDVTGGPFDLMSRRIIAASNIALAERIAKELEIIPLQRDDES
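Cellular IMPase inhibition is scored as a rise in cytosolic IP1, detected by competitive TR-FRET between d2-labelled IP1 and a europium anti-IP1 antibody. M1-expressing CHO cells were stimulated with carbachol for 30 min at 37C, with lithium (50 mM LiCl) present in the buffer.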
ALOX15B inhib – qHTS Assay for Inhibitors of 15-hLO-2 (15-human lipoxygenase 2); Polyunsaturated fatty acid lipoxygenase ALOX15B (Homo sapiens), O15296; purified 15hLO-2, xylenol orange hydroperoxide absorbance; Potency, µM (top dose mostly 57.1 µM), for inactives: at the highest dose activity change, negative = inhibition, actives largely listed as inhibitors; actives 0.56% (n = 110,000); AID 881, 2007; also: potency is read from the fitted curve at half-maximal effect; nearly all actives have a fitted effect of over 60% in size; many of its hits are not listed in these tables
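Read-out: hydroperoxide product oxidises ferrous iron, measured as xylenol orange complex via the 573-to-405 nm absorbance ratio after 30 min. Reaction: 50 nM enzyme, 15 min compound preincubation, 45 uM arachidonic acid, 90 min RT, Hepes pH 7.5 with Triton X-100.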
PNC assembly inh – High Content Assay for Compounds that inhibit the Assembly of the Perinucleolar Compartment; PC3M PTB-GFP, PNC prevalence imaging, 16 h; hits give low values; activity change (PNC), negative = inhibition, % at 10 µM; actives 3.1% (n = 140,000); AID 2417, 2010;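 active = readout at or below -70, meaning at least 70% loss of cells showing the perinucleolar compartment, a nuclear body marking cancer cells; inconclusive = readout between -30 and a set limit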;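 also: plate controls were DMSO wells for no effect and camptothecin positive control wells for full effect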
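PC3M cells stably expressing PTB-GFP, 750–1000 cells/well, treated 16 h at 37 °C with compound (23 nl of library stock), in duplicate. After paraformaldehyde fixation and Hoechst stain, imaged at 20x; PNC prevalence scored by image analysis.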
An asterisk follows results filed as active; ? = inconclusive; · = not tested or not shown; & = joins results of further samples; [ ] = remark or other dose. Unless noted, calls follow the shape of the dose curve; as a rule, active = well fitted curve in the direction sought with a large enough effect; inconclusive = small, poorly fitted or top-dose-only effect, or another doubt; inactive = no such curve, though single readings can be large; an effect the other way counts as inactive or inconclusive. Unless noted, % is scaled to controls: 0 for no effect and ±100 for the full control effect.

Below each SMILES – ALOX12 inhib, IMPase inh, ALOX15B inhib, PNC assembly inh
> Cn1c(=O)oc2cc(S(=O)(=O)N3CCCC(C(=O)NCc4cccs4)C3)ccc21 (stereo unspecified)
→ 0%, -2, -3%, ?
> Cn1c(COc2ccc(Cl)cc2)nnc1SCC(=O)Nc1ccc2c(c1)CCC2
→ -2%, ·, ·, ?
> COc1cc(C(=O)N/N=C(\c2ccccc2)c2ccccn2)cc(OC)c1OC
→ 3%, 2, ·, -13
> Cc1ccc(Nc2nc(N)nc(CSc3nnc(-c4ccncc4)o3)n2)cc1
→ 0%, 3, 2%, 25
> COc1ccccc1OCC(O)CN1C(=O)NC(C)(C)C1=O (stereo unspecified)
→ -6%, -2, 3%, 28
> CN(C)C(=O)NC(O)C(Cl)Cl (stereo unspecified)
→ 6%, -2, 10%, ?
> C=CCn1c(Cc2ccc(OC)cc2)nnc1SCC(N)=O
→ 6%, 3, 16%, 12
> CCOC(=O)/C=C1\NC(=O)CS1
→ 2%, -5, 5%, 16
> COc1ccc(/C=C/c2cc(-c3ccc(C)cc3)o[n+]2C)cc1
→ 8%, 12, 13%, -21
> CSc1ccc(/C=N\NC(=O)CNc2ccc(C)cc2)cc1
→ 1%, 6, 7%, ?
> CN(C)c1ccnc(-n2cccc2/C=N/OCc2cccc(F)c2)c1C#N
→ -5%, -3, 13%, 39
> COc1ccc(Cn2nnnc2C(c2cc3ccc(OC)cc3[nH]c2=O)N2CCCCCC2)cc1 (stereo unspecified)
→ -22%, -5, -16%, -12
> Cc1cccc(NC(=O)C2CCCC2)c1
→ 0%, 7, ·, 5
> COC(=O)c1sccc1NC(=O)CN(C)NS(=O)(=O)c1ccc([N+](=O)[O-])cc1
→ 7%, 7, ·, 72
> O=C(CCCC(=O)N(CC(=O)NC1CCCC1)Cc1ccccc1)Nc1ccccn1
→ -4%, 11, -5%, ?
> COC(=O)c1ccc(Oc2c(C(F)(F)F)oc3c(CN4CCN(C)CC4)c(O)ccc3c2=O)cc1
→ 5%, -1, 20%, 71
> CCCCn1nnc(NC(=O)c2cc3ccccc3o2)n1
→ -5%, 0, -7%, 2
> CC(=O)NC(CCS(C)(=O)=O)C(=O)Nc1nccs1 (stereo unspecified)
→ 1%, -3, 22%, 30
> Cc1ccnn1CC(=O)N/N=C/c1cccs1
→ -2%, ·, ·, -21
> CS(=O)(=O)N1N=C(c2ccc(Cl)cc2)CC1c1cccs1 (stereo unspecified)
→ 2%, 5, -1%, -20
> COc1ccc(C2NC(=O)NC(O)(C(F)(F)F)C2C(=O)c2ccccc2)cc1OC (stereo unspecified)
→ 5%, 3, 0%, -8
> CC(C)[C@H](NC(N)=O)C(=O)Nc1ccc2c(c1)CCC2
→ 1%, -1, 2%, -11
> CC(=O)Oc1ccc2oc(/C=C/N(C)C)c([N+](=O)[O-])c2c1
→ -6%, ?, -1%, 39
> CCOc1cccc(-c2nnc3sc(COc4ccc(C)cc4)nn23)c1
→ 0%, 6, 7%, 36
> CCOC(=O)NC(Nc1sc2c(c1C(=O)OC)CCN(C)C2)(C(F)(F)F)C(F)(F)F
→ -3%, 3, 9%, 31
> Nc1[nH]c(=O)ncc1F
→ -3%, 3[20.6 µM], 0%[25.6 µM], 12
> COc1cc(-c2coc3cc(O[C@H]4OC(CO)C(O)C(O)C4O)c(OC)c(O)c3c2=O)cc(O)c1OC (stereo partly specified)
→ -5%, ·, 6%, ·
> NC(=O)c1cnccn1
→ -1%&-4%, -4, -1%, ?
> CNC(=O)/C(C#N)=C/c1c(N(Cc2ccccc2)Cc2ccccc2)nc2ccccn2c1=O
→ -21%, 9, ·, 8
> C#CCN1C(=O)C2C(C(=O)NC)C3C=CC2(O3)C1C(=O)NCc1ccc(OC)cc1 (stereo unspecified)
→ -5%, -6, -4%, 21
> COc1ccc(N2CCCn3c2nc2c3c(=O)n(CCCc3ccccc3)c(=O)n2C)cc1
→ -6%, 3, -12%, 13
> CCSC1=C(C#N)C(c2ccccc2Cl)C(C(=O)c2cccs2)C(O)(C(F)(F)F)N1 (stereo unspecified)
→ -13%, -5[1.84 µM], 8%[11.4 µM], -7
> Cc1ccc(Oc2cc(C#N)c(C#N)cc2-n2nnc3ccccc32)cc1C
→ -2%, ?, -5%, -11
> CC(NS(=O)(=O)c1ccc(CCC(=O)NCc2cccnc2)cc1)c1ccccc1 (stereo unspecified)
→ 6%, 4, 1%, 18
> O=C(NCc1cccs1)C1CCCN(c2ncccn2)C1 (stereo unspecified)
→ 3%, -2, 1%, -86*
> CCc1ccc(Nc2nnc(SCc3cc(=O)n4ccsc4n3)s2)cc1
→ -4%, 5, -14%, -25
> CCN(CC)S(=O)(=O)c1ccc2nc(NC(=O)c3cccs3)sc2c1
→ 1%, -2, 28%, -9
> CCCCCc1nc2c(=O)[nH]c3ccccc3c2o1
→ -3%, 1, -1%, -2
> Cc1ccc(C(=O)NC(=C(Cl)Cl)S(=O)(=O)c2ccccc2)cc1
→ -5%, 5, ·, ?
> Cc1ccc(Sc2ncnc(N)c2[N+](=O)[O-])cc1
→ -2%, -4, ·, -19
> COC(=O)CN1C(=O)C(O)(CC(=O)c2ccc(C)o2)c2ccccc21 (stereo unspecified)
→ 0%, 10, -3%, 46
> COc1ccc(OC)c(CN2CCCC(C(=O)N3CCCCC3)C2)c1 (stereo unspecified)
→ -10%, 11, -13%, -7
> O=C(c1ccc(Cl)c([N+](=O)[O-])c1)N1CCN(c2ccccn2)CC1
→ 0%, ·, ·, 15
> CCCn1c(-c2ccc(F)cc2)nc2c(N3CCC(N(C)C)C3)nc(C)nc21 (stereo unspecified)
→ 1%, ·, 26%, ·
> CC(=O)Nc1ccc(NCC(O)COc2ccccc2)cc1 (stereo unspecified)
→ 1%, 3, -10%, 1
> COc1cccc(C(=O)Nc2c3c(nn2-c2cccc(C)c2C)CS(=O)(=O)C3)c1OC
→ 0%, 2, -3%, 44
> CC(C(=O)Nc1ccc(C(=O)O)cc1)N1C(=O)c2ccccc2C1=O (stereo unspecified)
→ -2%, 3, -2%, 37
> O=C(O)c1cccc(N2C(=O)C3CC=CCC3C2=O)c1 (stereo unspecified)
→ 3%, 8, ·, -100*
> CCOc1c2ccc(C(=O)NCc3ccccc3OC)cc2nn1CC
→ 10%, 3, -1%, 86
> COc1ccc(OCCCC(=O)NCCc2ccc(OC)c(OC)c2)cc1
→ 1%, ·, ·, 35
> O=C(CCn1c(=S)[nH]c2ccccc2c1=O)NCCCN1CCOCC1
→ -3%, -3, 3%, 18
> COc1ccc(-n2c(=O)c(CCc3ccccc3)nc3cnc(N4CCNCC4)nc32)cc1
→ 3%, ·, 53%[activator], ·
> CCOc1ccc(CNC(=S)N/N=C\c2ccc([N+](=O)[O-])cc2)cc1
→ -19%, 0, -26%, -92*
> Cc1cc(C(=O)CSc2nnc(-c3cccnc3)n2-c2ccccc2F)c(C)n1C
→ -3%, 0, -2%, -1
> CCCS(=O)(=O)N1CCC(C(=O)NCCN2CCCC2)CC1
→ 5%, 2, 7%[2.29 µM], 26
> Oc1ccccc1-c1nc(N2CCCC2)c2ccccc2n1
→ -4%, 2, 6%, ?
> Cc1ccc(NC(=O)C2(NC(=O)c3cccc(N4C(=O)CSC4c4ccccc4)c3)CCCCC2)cc1 (stereo unspecified)
→ -4%, 11, -6%, 2
> CC(=O)Nc1ccc(NC(=O)C2CCCCC2C(=O)O)cc1 (stereo unspecified)
→ 9%, ·, ·, 29
> CC(C)c1ccc(N(CC(=O)Nc2ccc(S(=O)(=O)N3CCOCC3)cc2)S(C)(=O)=O)cc1
→ 1%, -2, -7%, -23
> Cc1ccc(C(=O)N/N=C2/NC(=O)CC(C(=O)Nc3ccccc3)S2)cc1 (stereo unspecified)
→ -6%, 6, ·, -28

Later entries:
Below each SMILES – ALOX12 inhib, IMPase inh, ALOX15B inhib, PNC assembly inh
> COc1cc(-c2nnn(CC#N)n2)ccc1OCc1ccccc1
→ -3%, 11, 9%, 24
> COC(=O)[C@H]1C[C@@H]1[C@H](NS(=O)(=O)c1ccc(-c2ccccc2)cc1)c1ccccc1
→ 0%, ·, -11%, ·
> O=C(Nc1nc2nccc(-c3ccccc3)n2n1)C(Cl)(Cl)Cl
→ 0%, ·, ·, 86
> O=C(CCC(=O)c1cccs1)OCc1nnc(-c2ccccc2)o1
→ -1%, 1, -4%, 27
> CCn1c(CSc2nnc(C)n2-c2ccccc2)nc2cc(S(=O)(=O)N(C)C)ccc21
→ -5%, -3, 3%, -6
> Fc1ccccc1OCCCCCCN1CCCC1
→ -4%, 10, 6%, -9
> C/C(CCc1ccc2c(c1)OCO2)=N\NC(=O)c1ccccc1Cl
→ 1%, ·, ·, 14
> COc1ccc(/C=C/C(=O)OCC(=O)Nc2cc(C(F)(F)F)ccc2Cl)cc1
→ -5%, ·, ·, -9
> NC(=O)[C@@H]1CCCCNc2c(F)cc([N+](=O)[O-])cc2C(=O)N[C@@H](CC(=O)O)C(=O)N[C@@H](CCC(=O)O)C(=O)N1
→ -4%, ·, ·, 33
> CCN(CC)S(=O)(=O)c1cc(C(=O)N2CCc3ccccc32)ccc1Cl
→ 0%, 2, -9%, 16
> CCOc1cc(/C=C2/SC(=Nc3ccccc3)N(Cc3cccnc3)C2=O)ccc1OCC#N
→ 2%, 15, 66%[activator], ?
> COc1ccccc1Oc1c(C)oc2c(CN(C)C)c(O)ccc2c1=O
→ -4%, ?, ·, ?
> COCc1cc(=O)[nH]c(/N=C(\N)Nc2ccc(C)cc2)n1
→ 0%, -5, -5%, 48
> Cc1ccc(N(C(C)C(=O)Nc2ccc(S(=O)(=O)N3CCOCC3)cc2)S(C)(=O)=O)cc1C (stereo unspecified)
→ -5%, 1, -1%, 6
> O=c1ncn(-c2ccccc2C(F)(F)F)c2ncccc12
→ 4%, ·, ·, 34
> CC(COC(=O)c1ccccc1)(COC(=O)c1ccccc1)/[N+]([O-])=C/c1ccccc1
→ 0%, ·, ·, ?
> COc1ccc(NC(=O)c2oc3ccccc3c2NC(=O)C(C)(C)C)cc1
→ -9%, 1, -2%, ?
> Cc1cc(OCC(C)C)ccc1/C(O)=C1/C(=O)C(=O)N(Cc2cccnc2)C1c1ccncc1 (stereo unspecified)
→ 5%, ?, ·, 43
> Cc1ccccc1-n1nc(C(=O)O)cc1-c1ccccc1
→ 2%, -5, -6%, 41
> CCc1ccc(/C=C/C(=O)c2c(C)cc(C)[nH]c2=O)cc1
→ -1%, 7, -12%, 21
> O=C1/C(=C/N(C(=O)c2ccco2)c2ccc(Br)cc2)Sc2ccccc21
→ -2%, ·, ·, 172
> COc1ccc(/C=C/c2cc(=O)c3cc(Cl)ccc3o2)cc1
→ 4%, ·, ·, 38
> O=C(Oc1ccccc1)c1ccc2nccnc2c1
→ 0%, 0, 0%, -9
> COc1cccc(C(=O)CN2C3=NCCCN3c3ccccc32)c1
→ -2%, -1, 7%, 26
> COc1ccc(CC(=O)OCn2nnc3ccccc3c2=O)cc1
→ 2%, 9, ·, ?
> CC(=O)N1CCC2(CCN(Cc3ccncc3)CC2)CC1
→ -1%, ·, -4%, ·
> Cn1nnnc1SCc1ccccc1[N+](=O)[O-]
→ 11%, 1, -3%, 15
> CCOC(=O)CN(C(=O)Cn1nnc(-c2ccc(OC)cc2)n1)C(C(=O)NC1CCCC1)c1ccc(F)cc1 (stereo unspecified)
→ -1%, ·, ·, 6

Fetched by structure from the list above, 2 records:
Below each SMILES – ALOX12 inhib, IMPase inh, ALOX15B inhib, PNC assembly inh
> CC(COC(=O)c1ccccc1)(COC(=O)c1ccccc1)/[N+]([O-])=C/c1ccccc1
→ 0%, ·, ·, ?
> COc1ccc(CC(=O)OCn2nnc3ccccc3c2=O)cc1
→ 2%, 9, ·, ?

This is a subset; rates above refer to the full screens.
